# Screening data deposited in PubChem by National Center for Advancing Translational Sciences (NCATS).
# MBNL1 CUG block: blocks human MBNL1 binding to CUG repeat RNA | TR-FRET MBNL1-His/biotin-(CUG)12 binding, 665/545 ratio | Q9NR56 | 0.036% of 280,000 active | Potency, µM (highest dose often 57.5 µM), for inactives: at the highest dose activity change, negative = inhibition, hits mostly inhibitors; active = well fitted inhibition curve with a large enough effect in the signal ratio, with a control signal flat, not every such curve was filed as active; inconclusive = small, poorly fitted or top-dose-only effect, or effect the other way, or a change in a side signal; inactive = no such curve, though single readings can be large or run the other way; the % refers to the signal ratio; note: potency is the fitted concentration of half-maximal effect; % is set by controls: 0 for no effect and ±100 for the full control effect
#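 TR-FRET readout: Ex 340 nm, 665/545 nm emission ratio, normalized to buffer-only (basal) and MBNL1-(CUG)12 controls. Complex of MBNL1-His with Biotin-(CUG)12, compounds 92 nM–58 uM, incubated 60 min at room temperature.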
# GALK inhibitor: blocks human galactokinase activity | Potency, µM (top dose mostly 57.5 µM), without a hit: at the highest dose activity change, negative = inhibition, most hits filed as inhibitors | AID 1868 | Purified GALK, Kinase-Glo residual ATP luminescence | 0.007% of 270,000 active; note: potency is the fitted concentration of half-maximal effect; % is set by controls: 0 for no effect and ±100 for the full control effect
# Target sequence (P51570 whole entry, looked up): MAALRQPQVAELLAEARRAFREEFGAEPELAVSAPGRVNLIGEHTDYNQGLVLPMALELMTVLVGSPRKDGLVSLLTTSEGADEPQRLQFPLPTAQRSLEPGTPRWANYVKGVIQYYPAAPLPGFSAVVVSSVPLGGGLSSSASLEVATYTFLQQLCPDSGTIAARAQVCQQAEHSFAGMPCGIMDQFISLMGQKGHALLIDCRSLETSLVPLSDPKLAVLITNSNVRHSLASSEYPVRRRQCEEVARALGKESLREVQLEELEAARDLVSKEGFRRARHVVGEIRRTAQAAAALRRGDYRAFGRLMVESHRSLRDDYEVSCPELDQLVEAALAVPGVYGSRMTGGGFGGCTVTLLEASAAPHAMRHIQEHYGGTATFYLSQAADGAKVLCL
#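 Galactose (100 uM) and ATP (35 uM) were turned over by 5 nM GALK for 1 h at RT. Kinase-Glo Plus then converted the remaining ATP into a luminescent signal.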
# Mito fusion act: blocks mitochondrial division or promotes mitochondrial fusion; S. cerevisiae fusion-defective mutant growth rescue, CellTiterGlo 48 h; Potency, µM (highest dose often 46.1 µM), without a hit: at the highest dose growth rescue (activation), most hits filed as activators; 0.23% of 320,000 active; AID 485298;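 note: potency is the fitted concentration of half-maximal effect; % of control where 0% means no effect; nearly all actives have a fitted effect of over 45% in size; temperature-sensitive fusion mutants such as fzo1-1 at 37 °C on non-fermentable ethanol glycerol medium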
#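 S. cerevisiae fusion-defective temperature-sensitive mutants (e.g. fzo1-1, mgm1-5) grown 48 h at 37C in YPEG (ethanol/glycerol non-fermentable) medium with 23 nl compound per well; growth rescue read as CellTiterGlo luminescence.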
# TSHR antagonist: human thyrotropin receptor antagonism | activity change, negative = inhibition, % at 11.5 µM | TSHR-expressing cells, TSH-stimulated cAMP HTRF, 2 h; stronger effect = lower value | 0.2% of 330,000 active;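 active = activity change below a set negative limit, meaning inhibition stronger than a set level, cut at about -70% in these data; inconclusive = activity change between two set negative limits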; note: % is set by controls: 0 for no effect and ±100 for the full control effect
#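 Read-out is FRET at 665 nm (cryptate excitation 337 nm) from a cryptate-tagged anti-cAMP antibody, competed by cell cAMP against cAMP-d2. Compounds are tested on freshly harvested TSHR cells challenged with 4nM TSH (EC80) for 2 hours at 37 deg C.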
# hERG WT inh: KCNH2 (human, wildtype) channel inhibition. AID 720551. activity change, % at 1.84 µM. 0.37% of 340,000 active. U2OS, BacMam KCNH2, thallium flux FluxOr; stronger effect = lower value;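 active = maximum activity change below -70%; inconclusive = maximum activity change between -70% and -50%; inactive = maximum activity change above -50%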; note: % is set by controls: 0 for no effect and ±100 for the full control effect
#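 U2OS cells were transduced with wild-type KCNH2 virus (2.03 x 10^8 / mL) for 4 h at room temperature, then cultured overnight at 37 C. Thallium flux was read with FluxOr dye. Rate constants were normalized to DMSO controls.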
# USP2a inh: inhibitors of human ubiquitin-specific protease USP2a; O75604; USP2 core, Ub-CHOP2 coupled fluorogenic reporter, 485/531; Potency, µM (titrated, usually from 38.3 µM), for the others: at the top dose activity change, negative = inhibition, usual class: inhibitors; 0.01% of 330,000 active; AID 463254;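 note: potency is the fitted concentration of half-maximal effect; plate controls were DMSO wells for no effect and full inhibition by NEM control for full effect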
#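 USP2 core (10nM final) preincubated 30min RT with compound in 20mM Tris-HCl pH 8.0, 2mM CaCl2, 2mM beta-mercaptoethanol, 0.05% CHAPS; 25nM Ub-CHOP2 plus 25nM reporter substrate added, fluorescence (Ex485/Em531) read after 60min.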
# BCR signal inh: blocks chronic active B-cell receptor signaling | ABC-DLBCL IkBa-CBG/CBR reporter, luminescence ratio, 4 h | 0.05% of 340,000 active | Potency, µM (top dose mostly 46.1 µM), for inactives: at the top dose ratio change, negative = lower green/red ratio, most hits filed as inhibitors; active = well fitted inhibition curve with a large enough effect in the signal ratio, with a control signal flat, not every such curve was filed as active; inconclusive = small, poorly fitted or top-dose-only effect, or effect the other way, or a change in a side signal; the % refers to the signal ratio;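 note: potency is the fitted concentration of half-maximal effect; plate controls were basal doxycycline-induced cells for no effect and cells given 10 µM MG132 for full effect; MG132 reads +100%, hits lower the ratio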
#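 TMD8 ABC-DLBCL cells carrying doxycycline-inducible green luciferase fused to IkappaBalpha plus unfused red luciferase were exposed to compounds (up to 46 uM) for 4 hrs at 37C. Activity came from the overlap-corrected green/red luminescence ratio.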
# Eya2 phos inh: Eya2 (human) phosphatase inhibition; O00167; recombinant Eya2, OMFP fluorescence dephosphorylation (OMFP is methylfluorescein phosphate); Potency, µM (titrated, usually from 76.9 µM), inactives show at the top dose activity, negative = inhibition, actives largely listed as inhibitors; 0.006% of 330,000 active; AID 488837; note: potency is the fitted concentration of half-maximal effect; % is set by controls: 0 for no effect and ±100 for the full control effect
#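 Eya2 (0.2 uM) preincubated 10 min at ambient with compound, then OMFP substrate added at 50 uM; 10 min reaction in 50 mM HEPES pH 7.5, 50 mM NaCl, 5 uM MgCl2, 0.05% BSA, 1 mM DTT. Fluorescence read at Ex 485/Em 525 nm.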
# S-ASM inh: human S-ASM enzyme inhibition. 0.006% of 340,000 active. P17405. Potency, µM (top dose mostly 57.5 µM), for inactives: at the highest dose activity change, negative = inhibition, usual class: inhibitors. AID 504937. placental ASM, HMU-PC fluorogenic substrate, 60 min; note: potency is the fitted concentration of half-maximal effect
#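 Human placenta-derived ASM enzyme was preincubated with compound for 10 minutes at room temperature, then given fluorogenic substrate HMU-PC0 (9 uM final) for 60 minutes at 37 °C; a pH 10 stop preceded fluorescence reading at Ex 386/Em 447 nm.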
# PKM2 activator: increases activity of human pyruvate kinase M2; 0.34% of 260,000 active; P14618; Potency, µM (doses to about 57.5 µM), for inactives: at the highest dose activation, actives largely listed as activators; AID 1631; purified PKM2, Kinase-Glo ATP luminescence, activation; response scale: 0% is enzyme alone, no compound; note: potency is the fitted concentration of half-maximal effect; % is set by controls: 0 for no effect and ±100 for the full control effect; nearly all actives have a fitted effect of over 55% in size
#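 hPK-M2, >95% pure; 0.1 mM ADP / 0.5 mM PEP final; imidazole pH7.2 buffer w/ 7 mM MgCl2, 50 mM KCl; 1 h RT; Kinase-Glo lum. Intermediate enzyme activity for dual inhibitor/activator qHTS.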
# Menin MLL FP TR: displaces Texas Red mutant MLL peptide from human menin | 0.23% of 270,000 active | O00255 | Menin + Texas Red MLL mutant peptide, fluorescence polarization | Potency, µM (top dose mostly 61.6 µM), for inactives: top-dose FP activity change, negative = inhibition, most hits filed as inhibitors; active = well fitted inhibition curve with a large enough effect in the polarisation, with a control signal flat, not every such curve was filed as active; inconclusive = small, poorly fitted or top-dose-only effect, or effect the other way, or a change in a side signal; inactive = no such curve, though single readings can be large or run the other way; the % refers to the polarisation; note: potency is the fitted concentration of half-maximal effect; % of control where 0% means no effect; many of its hits are not listed in these tables
# Target sequence (O00255 whole entry, looked up): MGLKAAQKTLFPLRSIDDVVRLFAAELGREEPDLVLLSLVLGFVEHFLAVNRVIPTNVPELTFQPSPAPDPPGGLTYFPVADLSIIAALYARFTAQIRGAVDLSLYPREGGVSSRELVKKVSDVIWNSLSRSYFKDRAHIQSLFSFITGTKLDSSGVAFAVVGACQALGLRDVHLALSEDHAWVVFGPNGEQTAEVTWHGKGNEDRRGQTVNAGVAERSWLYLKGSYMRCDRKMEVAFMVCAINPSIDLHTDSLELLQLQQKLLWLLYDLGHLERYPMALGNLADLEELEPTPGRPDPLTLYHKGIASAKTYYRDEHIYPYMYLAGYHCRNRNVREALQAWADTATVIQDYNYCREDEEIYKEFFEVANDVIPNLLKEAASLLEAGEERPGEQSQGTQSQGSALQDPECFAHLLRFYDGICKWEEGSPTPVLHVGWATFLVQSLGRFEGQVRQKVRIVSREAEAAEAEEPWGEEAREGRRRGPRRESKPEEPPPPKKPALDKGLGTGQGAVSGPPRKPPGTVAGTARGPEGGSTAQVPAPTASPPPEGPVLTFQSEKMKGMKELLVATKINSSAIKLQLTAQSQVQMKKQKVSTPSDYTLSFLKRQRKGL
# The depositor's hits bear a star; ? = inconclusive; / = not tested or not shown; [ ] = another dose, or the depositor's remark. Unless noted, calls come from the whole dose curve; as a rule, active = well fitted curve in the direction sought with a large enough effect; inconclusive = small, poorly fitted or top-dose-only effect, or another doubt; inactive = no such curve, though single readings can be large; an effect the other way counts as inactive or inconclusive. These rows are one share of the data, so the mix of outcomes need not match the whole.
SMILES,MBNL1 CUG block,GALK inhibitor,Mito fusion act,TSHR antagonist,hERG WT inh,USP2a inh,BCR signal inh,Eya2 phos inh,S-ASM inh,PKM2 activator,Menin MLL FP TR
Cc1cccc(-n2c(O)c(C=Nc3ccc4c(c3)OCO4)c3ccccc3c2=O)n1,?,6%,10%,1,-1,3%,?,-4%,0%,1%,?
COc1ccccc1-c1nnc(SCC(=O)N2CCCC2)o1,0%,5%,10%,6,-1,1%,?,6%,-3%,-1%,-6%
Cc1nnc(NC(=O)CSc2nnc(-c3ccco3)n2C(C)C)s1,-2%,14%,-5%,2,24,-1%,8%,11%,2%,1%,5%
CCOC(=O)c1c2ccc(OCC(=O)N/N=C/c3ccc(Cl)cc3)cc2n2ccccc12,13%,/,-1%,4,/,3%,-13%,-7%,/,1%,0%
O=S(=O)(N1CCOCC1)n1nnc2ccccc21,-2%,0%,3%,-2,14,1%,?,9%,-1%,3%,0%
CN1C(C(=O)NCc2ccccc2)CC2Cn3c(nc4ccccc43)C21 (stereo unspecified),1%,5%,4%,5,-11,-1%,4%,15%,3%,-1%,/
COCCn1c(SCC(=O)Nc2nc(C)cs2)nnc1C(C)C,3%,7%,-5%,0,-8,1%,?,4%,3%,-3%,10%
CCc1cccc(NC(=O)c2snc3c(=O)[nH]cnc23)c1,?,0%,7%,3,2,2%,1%,0%,-2%,-9%,1%
O=C(CCNS(=O)(=O)c1ccc2[nH]c(=O)oc2c1)NCc1ccc(F)cc1,-11%,2%,2%,-9,-7,3%,1%,6%,0%,/,/
CC(=O)Nc1ccc(OCc2ccc3c(c2)OCO3)cc1,-25%,0%,2%,?,-4,0%,-3%,4%,2%,-2%[11.5 µM],-15%
O=C(NC1CCCCC1)c1ccc(CNc2ccccc2)o1,6%,-2%,0%,-3,-6,1%,?,5%,-2%,0%,8%
CCN(CC)c1ccc(C(=O)OCC(=O)Nc2cc3oc4ccccc4c3cc2OC)cc1,-5%,2%,-6%,10,-3,2%,1%,-1%,-1%,1%,0%
N/C(Cc1cccs1)=N\OC(=O)COc1ccc(Br)cc1,-3%,-3%,7%,-15,-21,-5%,?,21%,0%,-2%,29%
CCOc1ccc(-n2c(N)c(-c3nc4ccccc4[nH]3)sc2=S)cc1,4%,-2%,-1%,-8,-3,3%,?,12%,8%,0%,?
COc1cccc(NC(=O)CNC(=O)c2ccccc2)c1,-4%,-2%,0%,-6,18,5%,?,-24%,6%,2%,0%
CCOc1ccc(C(=O)O/N=C(\N)c2ccccn2)cc1,1%,12%,-2%,-3,-4,-1%,?,16%,-1%,-84%,-13%
CCOc1ccccc1NC(=O)CC1Nc2cc(C)c(C)cc2NC1=O (stereo unspecified),14%,0%,5%,-3,-3,0%,?,3%,26%,-3%,15%
CCCCN(C(=O)C(C)(C)Oc1ccc(Cl)cc1)c1c(N)n(CCC)c(=O)[nH]c1=O,/,/,-1%,8,-7,-5%,-1%,-2%,0%,/,/
COC(=O)C(C(=O)Nc1ccccc1C)C1CCCCCC1 (stereo unspecified),-13%,-1%,8%,1,-3,2%,6%,5%,1%,-1%,5%
COc1cc(OC)cc(-c2sc3ccc(OC)cc3c2C#CC(C)(C)O)c1,/,/,16%,5,4,-6%,-4%,-26%,-10%,/,/
CCOc1cc(NC(=S)NCCCN2CCOCC2)c(OCC)cc1NC(=O)C1CCCCC1,-6%,1%,-1%,-10,8,0%,?,1%,8%,0%,-25%
Fc1ccccc1/C=N/n1c(-c2cccnc2)n[nH]c1=S,-7%,5%,0%,-6,2,0%,15%,-4%,2%,-8%,/
CCOC(=O)C1CCN(S(=O)(=O)c2ccc3c(c2)CCN3C(=O)C2CCC2)CC1,-2%,1%,1%,6,2,2%,0%,-2%,0%,/,/
O=C(Nc1ccnn1C1CCN(Cc2ccccn2)CC1)c1cccc(F)c1,-1%,-3%,-10%,12,5,1%,1%,-4%,5%,/,-1%
CCOCCOC(=O)COc1ccc2c(-c3ccccc3)cc(=O)oc2c1,4%,-3%,7%,-6,-2,3%,0%,-3%,-5%,-1%,-12%
O=C(Cn1ncc2c3ccccc3n(Cc3ccccc3F)c2c1=O)N1CCN(c2ccccn2)CC1,11%,/,0%,-13,7,-4%,8%,11%,-5%,1%,0%
CCN(CC)C(=O)C1CCCN(Cc2cccc(F)c2)C1 (stereo unspecified),7%,1%,-1%,-15,-5,-1%,1%,-8%[15.4 µM],-2%,-1%,3%
COc1ccc(S(=O)(=O)CCc2nnc(NC(C)=O)s2)cc1,0%,7%,?,-6,-19,-1%,-1%,12%,22%,?,28%
Cc1cccc(NS(=O)(=O)c2cnc(Cl)c(Br)c2)n1,-9%,0%,0%,-2,-2,1%,?,12%,-1%,17%,0%
CCOC(=O)N1CCN(S(=O)(=O)c2c(C)nc3sccn3c2=O)CC1,2%,-3%,-12%,3,-3,-1%,3%,3%,-2%,/,13%
CCSC(=S)c1c(C)[nH]n(-c2ccccc2)c1=O,/,-1%,3%,-10,0,0%,22%,11%,-2%,-1%,/
O=C(Nc1ncccc1O)c1ccc(NS(=O)(=O)c2ccc3[nH]c(=O)[nH]c3c2)cc1,/,/,-1%,6,-7,0%,?,27%,11%,/,/
N#Cc1ccc2[nH]c(CO)c(-c3ccccc3)c2c1,0%,/,2%,-8,-13,2%,?,-6%,-2%,-1%,?
O=C1CCc2ccc(NC(=O)C3CC3)cc2N1,-5%,0%,6%,2,3,0%,-8%,7%,2%,-3%,9%
C=CCN(CC=C)CCOc1cc(C)ccc1[N+](=O)[O-],4%,0%,-2%,9,-6,-1%,3%,-2%,-1%,-10%,-29%
CCC(C)[C@H](NC(=O)N1CC(=O)Nc2ccccc21)C(=O)Nc1ccccc1C (stereo partly specified),-4%,2%,1%,14,-1,1%,0%,-1%,1%,/,/
CCCN(C(=O)C(=O)Nc1ccc2nc3n(c(=O)c2c1)CCCCC3)c1ccc(OCC)cc1,-3%,/,10%,-29,4,3%,14%,-8%,-7%,11%,/
CC1CN/C(=C\C(=O)c2ccc(Br)cc2)C(=O)N1 (stereo unspecified),?,/,13µM*,-8,3,4%,?,5%,-3%,-6%,-12%
COc1ccc(C(=O)CC(=O)C(=O)Nc2cc(Cl)c(OC)cc2OC)cc1,10%,-1%,6%,-8,-2,4%,2%,-1%,-1%,6%,?
CCOC(=O)c1c(CSc2ccccc2)n(C)c2ccc(O)c(CN3CCOCC3)c12,-4%,8%,-2%,6,-6,-7%,?,-11%,1%,4%,-2%
O=[N+]([O-])c1ccccc1O[C@@H]1O[C@H](CO)[C@H](O)[C@H](O)[C@H]1O,4%,-2%,-1%,-1,-6,0%,-1%,0%,3%,2%,/
COC(=O)c1ccccc1S(=O)(=O)NNC(=O)c1nn(C)c(=O)c2ccccc12,/,/,/,0,-7,3%,1%,-1%,-1%,/,/
Cn1cc(CNC(=O)C2c3ccccc3Oc3ccccc32)cn1,-13%,-4%,4%,39,-3,1%,?,-4%,3%,-14%,/
Cc1cc(N)n(-c2ccc(Cl)cc2)n1,1%,11%,1%,4,-3,-1%,-4%,4%,-1%,0%,-17%
Cc1cc(=O)oc2cc(OCC(=O)N3CCN(c4ccccc4)CC3)ccc12,/,/,-1%,1,1,3%,?,-1%,67%[activator],/,/
COc1ccc(CN2CCN(c3cc(C)nc4c5c(C)cc(C)nc5nn34)CC2)cc1F,10%,1%,3%,-8,-4,-1%,-2%,27%,/,4%,-5%
CCc1ccc(OCC(=O)OCC(=O)NC2CCCC(C)C2C)cc1 (stereo unspecified),/,/,/,-6,0,2%,1%,-2%,5%,/,/
CCSc1nnc(NC(=O)NC(CC)(C(F)(F)F)C(F)(F)F)s1,11%,6%,3%,-27,-12,2%,?,7%,-1%,-3%,-6%
CC(=O)CSc1ccc(S(=O)(=O)N2CCN(C)CC2)cn1,/,/,-5%,-3,3,1%,2%,-6%,-2%,/,/
